Bioassay records as filed in PubChem.
Giardia FBPA inh = blocks Giardia fructose-bisphosphate aldolase activity. purified Giardia FBPA. hit rate 0.71% among 290,000. Potency, µM (series often up to 59.6 µM), without a hit: top-dose activity, negative = inhibition, most hits filed as inhibitors. AID 2451; also: potency is read from the fitted curve at half-maximal effect; % is scaled to controls: 0 for no effect and ±100 for the full control effect; nearly all actives have a fitted effect of over 55% in size
Target sequence (A8B2U2 whole entry, looked up): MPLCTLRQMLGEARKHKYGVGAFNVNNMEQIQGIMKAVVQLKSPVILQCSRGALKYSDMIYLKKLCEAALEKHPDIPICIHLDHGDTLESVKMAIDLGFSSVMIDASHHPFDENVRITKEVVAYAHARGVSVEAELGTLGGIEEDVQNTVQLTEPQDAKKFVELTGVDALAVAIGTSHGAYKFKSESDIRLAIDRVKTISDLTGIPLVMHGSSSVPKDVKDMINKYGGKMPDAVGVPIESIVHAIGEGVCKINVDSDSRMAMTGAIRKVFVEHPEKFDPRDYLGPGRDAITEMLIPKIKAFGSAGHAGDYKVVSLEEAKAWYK
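40 nM FBPA preincubated 10 min at RT with compound (up to 57.5 uM final), then substrate plus GAPDH/TPI/NAD/arsenate coupling and diaphorase/resazurin added. Fluorescence read after 20 min at RT, 525/598 nm.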
HCMV inh = human cytomegalovirus inhibition; HFF cells, HCMV-luciferase reporter, 72 h; stronger effect = lower value; hit rate 4.5% among 410,000; AID 1259415; activity change, negative = inhibition, % at 57.5 µM; in the data active = activity change below about -60%; inconclusive = no clear call, values can overlap the other calls; inactive = above about -39%; also: % is scaled to controls: 0 for no effect and ±100 for the full control effect
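After 16 h attachment at 37C, HFF cells received test compound and HCMV-luciferase (1 PFU/cell); reporter luminescence read 72 h later, data normalized against buffer-only and known inhibitor Salinomycin.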
AMA1 RON2 block = AMA1-RON2 (P. falciparum) interaction inhibition; AlphaScreen AMA1-biotinylated RON2 peptide binding; Potency, µM (highest dose often 58.2 µM), for the others: top-dose activity change, negative = inhibition, usual class: inhibitors; hit rate 0.2% among 360,000; AID 720542;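 also: potency is read from the fitted curve at half-maximal effect; 0% = vehicle wells and -100% = peptide control; nearly all actives have a fitted effect of over 45% in size; some results filed as inactive show a strong effect at the top dose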
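AMA1 (3D7) with his tag at 25 nM final met compounds first, then biotinylated RON2 peptide at 25 nM; detection used donor plus acceptor beads, 10 µg/mL apiece, read by AlphaScreen after 30 min at room temperature.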
AmpC inh no detg = AmpC beta-lactamase inhibition without detergent | P00811 | AmpC nitrocefin hydrolysis, absorbance 480 nm, 0.0001% Triton | Potency, µM (titrated, usually from 57.1 µM), for the others: at the top dose activity change, negative = inhibition, usual class: inhibitors | hit rate 0.52% among 330,000;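 also: potency is read from the fitted curve at half-maximal effect; plate controls were no compound for no effect and no enzyme for full effect; nearly all actives have a fitted effect of over 20% in size; some results filed as inactive show a strong effect at the top dose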
Target sequence (P00811 whole entry, looked up): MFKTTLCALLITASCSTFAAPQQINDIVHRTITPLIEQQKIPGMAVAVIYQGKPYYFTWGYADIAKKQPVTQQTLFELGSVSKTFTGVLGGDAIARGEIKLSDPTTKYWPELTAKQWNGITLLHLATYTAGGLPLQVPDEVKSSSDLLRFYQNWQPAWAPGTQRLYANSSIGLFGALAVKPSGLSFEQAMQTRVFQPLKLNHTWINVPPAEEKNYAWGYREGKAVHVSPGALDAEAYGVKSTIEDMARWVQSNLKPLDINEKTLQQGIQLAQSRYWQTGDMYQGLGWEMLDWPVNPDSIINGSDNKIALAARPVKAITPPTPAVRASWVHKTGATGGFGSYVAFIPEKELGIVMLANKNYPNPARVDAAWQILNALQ
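AmpC (5.3 nM in the dispensed reagent) in 20 mM phosphate pH 7.0 with 0.01% (detergent screen) or 0.0001% Triton X-100 was preincubated with compounds for 15 min at room temperature. Nitrocefin was then added from an 800 uM solution, and hydrolysis was followed at 480 nm.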
Shiga toxin inh = blocks Shiga toxin action in Vero cells; Vero cells, Shiga toxin protein synthesis inhibition reporter; inhibition, % at 38.7 µM; hit rate 9.2% among 290,000; AID 2315; in the data active = inhibition mostly above about 28%, no sharp cut-off; inactive = mostly below about 43%; also: 0% is about no effect
Cycloheximide cs = counter-screen for Shiga toxin inhibitors: cycloheximide protein synthesis inhibition; hit rate 12% among 300,000; max response, %; AID 2314; cell reporter, cycloheximide protein synthesis inhibition counterscreen; in the data active = max response mostly above about 13%, no sharp cut-off; inactive = mostly below about 14%; also: read at 38.3 µM for the half of the compounds with a filed dose; 0% is about no effect
AmpC inh detg = blocks E. coli AmpC beta-lactamase in detergent assay. P00811. AmpC hydrolysis of nitrocefin, absorbance 480 nm, 0.01% Triton. Potency, µM (series often up to 114 µM), for inactives: at the highest dose activity change, negative = inhibition, usual class: inhibitors. hit rate 0.041% among 370,000;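 also: potency is read from the fitted curve at half-maximal effect; 0% = no-compound wells and -100% = no-enzyme wells; nearly all actives have a fitted effect of over 25% in size; some results filed as inactive show a strong effect at the top dose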
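AmpC (5.3 nM in the dispensed reagent) in 20 mM phosphate pH 7.0 with 0.01% (detergent screen) or 0.0001% Triton X-100 was preincubated with compounds for 15 min at room temperature. Nitrocefin was then added from an 800 uM solution, and hydrolysis was followed at 480 nm.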
* hit, by the source's call; & = joins results of further samples; [ ] = remark or other dose. Unless noted, calls follow the shape of the dose curve; as a rule, active = well fitted curve in the direction sought with a large enough effect; inconclusive = small, poorly fitted or top-dose-only effect, or another doubt; inactive = no such curve, though single readings can be large; an effect the other way counts as inactive or inconclusive.

How did COc1ccc(Cl)cc1NC(=O)Cn1nnc(C(=O)NCc2ccc3c(c2)OCO3)c1N do in these assays?
Giardia FBPA inh: -21%; HCMV inh: -33&-17; AMA1 RON2 block: 1%; AmpC inh no detg: -56%; Shiga toxin inh: -6; Cycloheximide cs: 2; AmpC inh detg: inconclusive

What do the screens show for `COc1ccc(NC(=O)CCC(=O)c2cccs2)c(OC)c1`?
AMA1 RON2 block: 3%; AmpC inh no detg: -18%; Shiga toxin inh: 77*; Cycloheximide cs: 31*; AmpC inh detg: -1%

Results for CCOc1ccc(S(=O)(=O)N2CCC(C(=O)OCc3cccc(OC)c3OC)CC2)cc1 ?
HCMV inh: 10; AMA1 RON2 block: 1%; AmpC inh no detg: 3%; AmpC inh detg: 1%

How did COc1ccc(NC(=O)[C@@]2(CC(=O)O)CC(/C=C/c3ccccc3)=NO2)cc1 do in these assays?
Giardia FBPA inh: -4%; HCMV inh: 2; AMA1 RON2 block: -28%; AmpC inh no detg: -24%; Shiga toxin inh: -3; Cycloheximide cs: -3; AmpC inh detg: -10%

How did O=c1nc2n(c3ccc(Br)cc13)CCS2 do in these assays?
Giardia FBPA inh: 4%; HCMV inh: 29; AMA1 RON2 block: -4%; AmpC inh no detg: -14%; Shiga toxin inh: 6; Cycloheximide cs: 1; AmpC inh detg: inconclusive

How did CC1(C)CN=C(Nc2ccc(F)c(F)c2)S1 do in these assays?
Giardia FBPA inh: 0%; HCMV inh: 15; AMA1 RON2 block: 7%; AmpC inh no detg: -17%; Shiga toxin inh: -7; Cycloheximide cs: -3; AmpC inh detg: -12%

How did CCCCC(=O)OCC(=O)c1cc(C)n(-c2c(C)n(C)n(-c3ccccc3)c2=O)c1C do in these assays?
Giardia FBPA inh: 8%; HCMV inh: 1; AMA1 RON2 block: -4%; AmpC inh no detg: -11%[11.4 µM]; Shiga toxin inh: -11; Cycloheximide cs: 1; AmpC inh detg: 1%

How did CCC(=NC(C)c1ccccc1)c1c(O)n(C)c(=O)n(C)c1=O (stereo unspecified) do in these assays?
Giardia FBPA inh: 7%; HCMV inh: inconclusive; AMA1 RON2 block: 3%; AmpC inh no detg: 86%[activator]; Shiga toxin inh: -12; Cycloheximide cs: 2; AmpC inh detg: inconclusive

How did CNc1nc(N)c(C(=O)C23CC4CC(CC(C4)C2)C3)s1 do in these assays?
Giardia FBPA inh: 1%; HCMV inh: 8; AMA1 RON2 block: -3%; AmpC inh no detg: -25%; Shiga toxin inh: -4; Cycloheximide cs: 21; AmpC inh detg: 5%

How did CCOC(=O)c1cnc(SC)nc1Oc1cccc(NS(=O)(=O)c2ccc(F)cc2)c1 do in these assays?
Giardia FBPA inh: -12%; HCMV inh: -19; AMA1 RON2 block: 2%; AmpC inh no detg: -20%; Shiga toxin inh: 4; Cycloheximide cs: -2; AmpC inh detg: -8%

What do the screens show for `Cc1cccc(NC(=O)C(=O)NCC2CCCN2S(=O)(=O)c2ccccc2)c1` (stereo unspecified)?
HCMV inh: -12; AMA1 RON2 block: 0%; AmpC inh no detg: -25%; AmpC inh detg: inconclusive

What do the screens show for `COc1cc(/C=C(\C#N)C(=O)NCCc2ccccc2)cc(OC)c1O`?
Giardia FBPA inh: inconclusive; HCMV inh: inconclusive; AMA1 RON2 block: -5%; AmpC inh no detg: -21%; Shiga toxin inh: -14; Cycloheximide cs: -1; AmpC inh detg: 3%

What do the screens show for `COCCn1cnnc1SCC(=O)Nc1ccccc1C(=O)Nc1ccc2c(c1)OCO2`?
Giardia FBPA inh: 2%; HCMV inh: 80; AMA1 RON2 block: -1%; AmpC inh no detg: -8%; Shiga toxin inh: -3; Cycloheximide cs: 13; AmpC inh detg: 7%

How did CC1(C)C2CCC1(CS(=O)(=O)Nc1ccccc1)C(=O)C2 (stereo unspecified) do in these assays?
Giardia FBPA inh: 10%; HCMV inh: 19; AMA1 RON2 block: 7%; AmpC inh no detg: -18%; Shiga toxin inh: -15; Cycloheximide cs: -1; AmpC inh detg: 2%

Results for CS(=O)(=O)N1CCCC(C(=O)NCc2ccccn2)C1 (stereo unspecified) ?
Giardia FBPA inh: 5%; HCMV inh: -13; AMA1 RON2 block: 4%; AmpC inh no detg: -16%; Shiga toxin inh: 13; Cycloheximide cs: 11; AmpC inh detg: -1%

Results for Cc1cccc2nc(-c3cccnc3)c(NCCC(C)C)n12 ?
Giardia FBPA inh: -10%; HCMV inh: -30; AMA1 RON2 block: -19%; AmpC inh no detg: -19%; Shiga toxin inh: 13; Cycloheximide cs: 8; AmpC inh detg: inconclusive

What do the screens show for `O=S(=O)(c1ccc2c(c1)CCC2)N1CCNCC1`?
HCMV inh: -22; AMA1 RON2 block: -7%; AmpC inh no detg: -18%; AmpC inh detg: -8%

Results for Cc1ccc2c(C(=O)CNc3nncs3)c(C)[nH]c2c1 ?
Giardia FBPA inh: -2%; HCMV inh: 39; AMA1 RON2 block: -2%; AmpC inh no detg: -19%; Shiga toxin inh: 18; Cycloheximide cs: 10; AmpC inh detg: -7%

How did CC1=NN(c2ccccc2)C(=O)C1(C)C do in these assays?
Giardia FBPA inh: 6%; HCMV inh: -15; AMA1 RON2 block: 5%; AmpC inh no detg: 1%; Shiga toxin inh: -22; Cycloheximide cs: 2; AmpC inh detg: 1%

How did CCOC(=O)C(C)Sc1nnc(Cn2c(=O)sc3ccccc32)n1-c1ccccc1 (stereo unspecified) do in these assays?
Giardia FBPA inh: -6%; HCMV inh: 7; AMA1 RON2 block: 2%; AmpC inh no detg: 50%; Shiga toxin inh: 0; Cycloheximide cs: -3; AmpC inh detg: -7%

Results for CCOc1ccc(NC(C)=O)cc1[N+](=O)[O-] ?
Giardia FBPA inh: 3%; HCMV inh: 57; AMA1 RON2 block: -3%; AmpC inh no detg: -16%; Shiga toxin inh: -4; Cycloheximide cs: 11; AmpC inh detg: 7%

Results for CC(OC(=O)Cc1ccccc1F)C(=O)Nc1ccc(Cl)cn1 (stereo unspecified) ?
HCMV inh: 2; AMA1 RON2 block: -9%; AmpC inh no detg: -12%; AmpC inh detg: 9%

How did COc1cccc2c1N1C(=O)c3c(C(=O)O)cccc3C1CC2(C)C (stereo unspecified) do in these assays?
Giardia FBPA inh: 5%; HCMV inh: 7; AMA1 RON2 block: 6%; AmpC inh no detg: -24%; Shiga toxin inh: -4; Cycloheximide cs: -5; AmpC inh detg: -8%

What do the screens show for `CC(C)NS(=O)(=O)c1ccc(N2C(=O)c3ccccc3C2=O)cc1`?
Giardia FBPA inh: 4%; HCMV inh: -14; AMA1 RON2 block: -6%; AmpC inh no detg: -14%; Shiga toxin inh: -2; Cycloheximide cs: 5; AmpC inh detg: -4%

What do the screens show for `O=C(Nc1cccnc1Oc1ncnc2cc(Cl)ccc12)c1ccc(F)cc1`?
Giardia FBPA inh: 10%; AMA1 RON2 block: -13%; AmpC inh no detg: -1%; Shiga toxin inh: 10; Cycloheximide cs: -2; AmpC inh detg: -8%

What do the screens show for `COc1ccc(Cc2cc(-c3ccc(F)cc3)n[nH]c2=O)cc1`?
Giardia FBPA inh: 1%; HCMV inh: 77; AMA1 RON2 block: 0%; AmpC inh no detg: -16%; Shiga toxin inh: 42*; Cycloheximide cs: 16*; AmpC inh detg: 3%

What do the screens show for `O=C(NC1CC1)[C@@H]1CSC2c3ccccc3C(=O)N21` (stereo partly specified)?
Giardia FBPA inh: -3%; HCMV inh: -12; AMA1 RON2 block: 0%; AmpC inh no detg: -17%; Shiga toxin inh: -2; Cycloheximide cs: -3; AmpC inh detg: -9%

What do the screens show for `COc1ccccc1C(=O)Nc1cccc(S(=O)(=O)N2CCCC2)c1`?
Giardia FBPA inh: -5%; HCMV inh: 16; AMA1 RON2 block: 0%; AmpC inh no detg: 0%; Shiga toxin inh: -12; Cycloheximide cs: -1; AmpC inh detg: 2%

Results for O=Cc1c(C(=O)O)n(CC(=O)O)c2ccccc12 ?
Giardia FBPA inh: 10%; HCMV inh: 79; AMA1 RON2 block: -8%; AmpC inh no detg: -4%; Shiga toxin inh: -11; Cycloheximide cs: 4; AmpC inh detg: -11%

What do the screens show for `CCCCCOC(=O)Nc1nnc(CCC)s1`?
Giardia FBPA inh: 15%; HCMV inh: -7; AMA1 RON2 block: -6%; AmpC inh no detg: -5%; Shiga toxin inh: 41; Cycloheximide cs: 28*; AmpC inh detg: -1%

How did COc1ccc(/C=C/c2c([N+](=O)[O-])c(=O)n(C)c(=O)n2C)cc1O do in these assays?
Giardia FBPA inh: 0%; HCMV inh: -103*; AMA1 RON2 block: -18%; AmpC inh no detg: -42%; Shiga toxin inh: -4; Cycloheximide cs: 1; AmpC inh detg: -3%

How did CC1(C)CC(=O)C2=C(C1)O[C@@]1(c3ccsc3)Cc3cc(C#N)ccc3C2O1 do in these assays?
Giardia FBPA inh: 16%[12.9 µM]; AmpC inh no detg: -28%[11.4 µM]; Shiga toxin inh: inactive; Cycloheximide cs: 1; AmpC inh detg: inconclusive

Results for Cc1ccccc1C(=O)Nc1nc(SCc2ccc(Cl)cc2)n[nH]1 ?
Giardia FBPA inh: -11%; HCMV inh: -39; AMA1 RON2 block: -2%; AmpC inh no detg: -30%; Shiga toxin inh: 1; Cycloheximide cs: -2; AmpC inh detg: -7%

Results for O=C(CSc1nccn1-c1ccccc1)Nc1ccc2c(c1)OCO2 ?
Giardia FBPA inh: 1%; HCMV inh: 22; AMA1 RON2 block: -14%; AmpC inh no detg: -34%; Shiga toxin inh: 68*; Cycloheximide cs: 70*; AmpC inh detg: -5%

How did COCC(=O)Nc1nnc(SCC(=O)N2C(C)CCCC2C)s1 (stereo unspecified) do in these assays?
Giardia FBPA inh: 3%; HCMV inh: 6; AMA1 RON2 block: -6%; AmpC inh no detg: -11%; Shiga toxin inh: -6; Cycloheximide cs: -4; AmpC inh detg: inconclusive

Results for COc1ccccc1N(CC(=O)NCCc1ccccc1)C(=O)CCC(=O)Nc1ccccn1 ?
Giardia FBPA inh: 7%; HCMV inh: inconclusive; AMA1 RON2 block: -1%; AmpC inh no detg: 40%; Shiga toxin inh: 21; Cycloheximide cs: -4; AmpC inh detg: 0%

What do the screens show for `CC(C)C(=O)NC(Oc1ccccc1Cl)C(Cl)(Cl)Cl` (stereo unspecified)?
Giardia FBPA inh: 0%; HCMV inh: -37; AMA1 RON2 block: 51%[activator]; AmpC inh no detg: -9%; Shiga toxin inh: -7; Cycloheximide cs: -2; AmpC inh detg: -2%

What do the screens show for `CCN(C(=O)CSc1cc(-c2ccccc2)c2ccc(OC)cc2n1)C1CCS(=O)(=O)C1` (stereo unspecified)?
Giardia FBPA inh: -4%; HCMV inh: 36; AMA1 RON2 block: -7%; AmpC inh no detg: 178%[activator]; Shiga toxin inh: -25; Cycloheximide cs: -1; AmpC inh detg: -5%
